Bioassay records as filed in PubChem BioAssay.
hiPSC survival: increases survival of single human iPS cells; hiPSC single-cell survival, ATPlite luminescence; 100% = ROCK inhibitor wells, 0% = DMSO; AID 602274; actives 0.044% (n = 360,000); survival enhancement, % at 20 µM; in the data active means survival enhancement above about 18%;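 further: cells exposed to compounds for 16 hours before the ATP read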
Granule exo inh: lytic granule exocytosis inhibition. inhibition, % at 10 µM. AID 651702. TALL-104 LAMP-1 surface exposure, flow cytometry; cells stimulated with thapsigargin and PMA. actives 0.66% (n = 360,000);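 active means inhibition above about 55%, limit read from the data; inconclusive means no clear call, values can overlap the other calls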
Glyco luc inh: N-linked glycosylation inhibition; D54 ERlucT glycosylation luciferase reporter, 24 h; percent of 100 nM tunicamycin response; reporter increase, % at 12.5 µM; actives 0.23% (n = 360,000); AID 588692;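 active means mean luciferase reporter signal, scaled so untreated is 0 and the glycosylation-blocking control 100, at or above a set limit in every replicate; inconclusive means mean reaches the limit but not every replicate does; inactive means mean below the limit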;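 further: luciferase carries N-glycosylation sites so blocking glycosylation raises the light; 0% = median of neutral control wells and 100% = median of 100 nM tunicamycin wells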
Cardio protect: modulators protecting cardiomyocytes from myocardial damage. H9c2 cardiomyocytes, H2O2 injury protection, ATPLite, 2 h. protection from H2O2 cell death, % at 20 µM. actives 0.63% (n = 360,000);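 active means compounds giving at least 50% protection of heart cells from peroxide-induced death in the single-dose screen, raw or plate-pattern-corrected value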;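 further: 0% = DMSO wells with peroxide and 100% = DMSO wells without peroxide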
ABCB6 inh MLPCN: inhibitors of human ABC transporter ABCB6; K562-ABCB6 porphyrin accumulation, flow cytometry, 1 h; active compounds read low; actives 0.19% (n = 360,000); fluorescence ratio to DMSO, % at 10 µM; Q9NP58;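 active means fluorescence ratio to DMSO below 75%, the collection mean minus 3 SD; inconclusive means too few cells collected in the well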;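 further: signal is porphyrin accumulated inside mitochondria; 100% equals median channel fluorescence of DMSO control wells; lower ratio means ABCB6 inhibition with less porphyrin fluorescence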
PDI inh: inhibitors of human protein disulfide isomerase; inhibition, % at 10 µM; PDI insulin aggregation turbidity, A650, 90 min; actives 0.052% (n = 350,000);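 active means mean inhibition across replicates of 30% or more, whatever share of single replicates reach that level; inconclusive means mean inhibition below 30% while every single replicate reaches 30%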;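 further: absorbance from insulin aggregation driven by PDI reduction with DTT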
Target sequence (P07237 whole entry, looked up): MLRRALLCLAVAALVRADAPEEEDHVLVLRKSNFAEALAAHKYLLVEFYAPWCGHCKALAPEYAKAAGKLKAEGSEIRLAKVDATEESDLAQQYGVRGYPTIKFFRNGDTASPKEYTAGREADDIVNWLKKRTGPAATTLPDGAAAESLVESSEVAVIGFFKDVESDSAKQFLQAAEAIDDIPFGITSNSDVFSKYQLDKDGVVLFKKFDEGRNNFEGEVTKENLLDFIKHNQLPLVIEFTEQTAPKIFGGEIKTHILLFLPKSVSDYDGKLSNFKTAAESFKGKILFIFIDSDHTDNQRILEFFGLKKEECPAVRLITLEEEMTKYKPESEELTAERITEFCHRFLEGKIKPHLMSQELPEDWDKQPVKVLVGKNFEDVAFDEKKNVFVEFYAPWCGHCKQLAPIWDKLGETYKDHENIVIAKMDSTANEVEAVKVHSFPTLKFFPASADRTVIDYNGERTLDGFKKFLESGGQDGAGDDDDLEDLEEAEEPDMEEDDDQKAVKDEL
aDG glyco up: alpha-DG glycosylation activation | Pro5-aDG cells, alpha-DG glycosylation AlphaScreen (IIH6); 0% Pro5, 100% B10-LARGE cell signal | activation, % at 10 µM | actives 0.22% (n = 360,000);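 active means activation of at least 8% versus controls, or a plate z-score of at least 8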;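 further: Pro5 are CHO cells carrying HIG-tagged alpha-DG that lacks glycosylation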
Vif imaging: inhibitors of HIV Vif | HEK293T cells, Vif self-association by quenched fluorescence, imaging, 24 h | inhibition, % at 7.49 µM | actives 0.35% (n = 340,000) | AID 602346; in the data active means inhibition above about 50%, passing the limit was not always enough; inconclusive means no clear call, values can overlap the other calls; inactive means below about 31%; further: some results filed as inactive read as strong as hits
HTR2A ag: mouse HTR2A agonism via beta-arrestin recruitment; P35363; CHO-K1 mHTR2A beta-arrestin complementation, luminescence; percent of 30 µM serotonin response; activation, % at 7.6 µM; actives 0.66% (n = 360,000); AID 624169;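 active means activation above a run cutoff, the mean activation of all tested compounds plus 3 SD, cut at about 14% in these data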;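 further: 0% = plate median of compound wells and 100% = 30 µM serotonin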
Target sequence (P35363 whole entry, looked up): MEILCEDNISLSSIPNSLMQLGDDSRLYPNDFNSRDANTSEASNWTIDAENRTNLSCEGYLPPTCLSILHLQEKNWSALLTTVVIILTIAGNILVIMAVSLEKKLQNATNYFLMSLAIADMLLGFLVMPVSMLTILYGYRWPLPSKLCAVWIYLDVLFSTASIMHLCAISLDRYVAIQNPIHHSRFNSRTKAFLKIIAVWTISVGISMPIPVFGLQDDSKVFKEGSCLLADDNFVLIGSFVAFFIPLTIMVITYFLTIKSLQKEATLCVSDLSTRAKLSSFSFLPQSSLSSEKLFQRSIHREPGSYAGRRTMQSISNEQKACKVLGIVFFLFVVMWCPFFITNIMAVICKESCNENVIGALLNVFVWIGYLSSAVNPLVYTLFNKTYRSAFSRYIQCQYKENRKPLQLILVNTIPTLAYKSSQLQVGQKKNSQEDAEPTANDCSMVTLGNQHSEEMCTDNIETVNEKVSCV
CaV13 ICDI inh: Primary screen for inhibitors of IQ motif and Ca2+-dependent inactivation inhibitor domain binding in CACNA1D, Förster resonance energy transfer in living cells, …; actives 0.098% (n = 340,000); HEK cells, CFP/YFP FRET ICDI-IQ, plate reader, 10 min; percent FRET-ratio fall versus neutral wells; inhibition, % at 12.3 µM;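 active means mean replicate inhibition of at least 30% and at least 1% of replicates passing that level; inconclusive means only one of the two criteria is met; inactive means neither criterion is met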;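 further: 0% = median of the neutral control wells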
* hit, by the source's call; ? = inconclusive; . = no result given. Compounds as they come; about 3.1% have a hit in one of these screens.

SMILES	hiPSC survival	Granule exo inh	Glyco luc inh	Cardio protect	ABCB6 inh MLPCN	PDI inh	aDG glyco up	Vif imaging	HTR2A ag	CaV13 ICDI inh
COc1ccc(C2CC(c3cccs3)=NN2C(=O)CSC2=NN3CCCC(=O)N=C3S2)cc1 (centres undefined)	4.1	2	-1	6	94	.	-0.3	-4	4	16
Cc1ccc(S(=O)(=O)N(C)c2ccc(OC(C)C(=O)N3CCCC3)cc2)cc1C (centres undefined)	-0.1	3	1	-6	95	2	-0.6	2	1	-12
COC(=O)c1ccc(N2CCN(C)CC2)c(NC(=O)c2ccc(Br)o2)c1	0.9	-3	1	7	98	6	-0.3	4	-6	-5
Cn1c(SCC(=O)c2ccccc2)nnc1-c1ccncc1	-0.7	-4	2	0	103	-2	-0.1	6	-5	4
O=C(OCC(=O)c1cccs1)c1cccc(C(=O)OCC(=O)c2cccs2)n1	-2.0	-8	0	6	98	1	0.1	?	0	-8
Cc1nnc(NC(=O)c2cccc(S(=O)(=O)N3CCN(C)CC3)c2)s1	0.3	-6	1	2	98	0	-0.2	8	4	-2
CCN(CC)c1ccc(/C=N/N=C(c2ccccc2)c2ccccc2)c(O)c1	-1.3	10	-14	-4	110	0	-0.9	1	-2	-18
CC(C)NC(=O)c1ccccc1NC(=O)C(C)Oc1ccccc1 (centres undefined)	-0.6	0	-2	-3	101	-8	0.4	?	1	-20
S=C(Nc1cccc(Cl)c1)Nc1ccc2cn[nH]c2c1	1.4	0	0	0	96	-3	0.0	-1	6	-3
CCn1c2ccccc2c2cc(NC(=O)COC(=O)c3cc(Cl)c(N)cc3OC)ccc21	0.0	2	3	6	99	-2	0.1	-2	3	-2
CC(C)(C)c1ccc(O)c(N=Cc2cc(Br)ccc2O)c1	-0.4	0	1	48	91	-4	-0.5	-5	49*	-18
O=C(C=C1SCCS1)/C=C/c1ccco1	-3.3	-3	-11	-7	96	5	0.0	0	-4	-1
Cc1cccc(NC(=O)c2ccc(F)c(S(=O)(=O)N3CCC4(CC3)OCCO4)c2)c1	0.1	-2	6	-4	104	1	0.5	-4	-7	-7
Cc1ccc(S(=O)(=O)Nc2ccc3c(c2)nc(CCN2CCOCC2)n3C)cc1	0.7	-3	-1	2	102	1	0.4	-1	-7	-11
Cc1cc(C(F)F)n2ncc(C(=O)N3CCC(C(N)=O)CC3)c2n1	9.6	-3	3	-8	88	1	0.1	10	6	-3
CCCCOc1ccc(CON(C(C)=O)C(C)=O)cc1Cl	-0.5	-2	2	-2	96	-1	0.0	2	3	-2
CCOc1cc(/C=N\NC(N)=O)cc(Br)c1OC(C)C	-1.4	-5	3	0	103	-1	-0.1	-2	-4	-8
CN(C)CCNC(C(=O)Nc1cc(Cl)cc(Cl)c1)c1ccccc1 (centres undefined)	-0.7	-3	0	14	97	1	0.9	-20	2	-2
c1ccc(-c2cc3c(N4CCOCC4)ncnc3s2)cc1	-0.8	-2	-6	14	96	0	-0.2	-5	0	.
COc1ccc(CN(CCO)CCO)cc1[N+](=O)[O-]	2.2	4	2	4	96	2	-0.1	-4	0	5
O=C(Cc1ccc(Cl)cc1)Nc1cccc(-c2nnc(-c3ccco3)o2)c1	6.7	0	0	-15	92	-12	-0.2	-4	-1	-5
Clc1cccc(Cl)c1CSc1cc2c(nn1)-c1ccccc1CC2	-0.4	1	1	-4	96	-2	1.1	-4	-3	-4
O=C(Cn1cc(C(F)(F)F)ccc1=O)N/N=C/c1ccc(Cl)c(Cl)c1	0.4	3	4	-3	102	-10	0.5	-7	-1	-3
O=S(=O)(c1cccc(-c2nc3ccccc3s2)c1)N1CCOCC1	1.1	23	1	-6	95	2	0.0	-12	4	-5
O=C(Nc1ccc([N+](=O)[O-])cc1)c1ccc(Cn2cc([N+](=O)[O-])cn2)cc1	2.3	0	-8	-13	91	-7	1.8	-10	-1	0
COc1ccc(-c2cc(=O)oc3cc(OC(C)C(=O)NCCCn4ccnc4)ccc23)cc1 (centres undefined)	-1.2	-3	-2	-6	97	.	0.0	14	0	.
CCOc1ccc(Cl)cc1/C=N/O	-1.2	-3	-1	-3	94	-5	0.2	3	-3	-9
C#CCNC(=O)C[C@@H]1C[C@@]2(C(=O)OC)CCCCC=C2N(Cc2ccc3c(c2)OCO3)C1=O	.	-4	.	.	.	.	-0.1	.	1	-8
COc1ccc(CNC(=O)c2cccc(N3CCCC3=O)c2)cc1	0.6	2	-2	-4	103	10	-0.1	.	0	-4
Cc1ccc(NC(=O)CN(C)C(=O)CCSc2ccc(F)cc2)cc1	-1.9	2	-1	-6	99	-1	-0.3	-12	-3	-2
Cc1cc(-c2nc(-c3ccncc3)no2)ccc1[N+](=O)[O-]	1.4	0	-4	-2	94	-1	-0.2	-16	2	-22
Nc1nc(-c2cc3ccccc3o2)cs1	-0.1	1	-4	-10	96	5	-0.1	-6	9	1
Cc1ccc(OCCC(=O)OCC(=O)NCCc2ccccc2)cc1	0.3	1	3	2	96	-1	-0.2	0	-3	-2
Cc1ccc(SCC(=O)NCc2ccco2)cc1	0.8	0	-3	1	89	-9	-0.1	.	1	.
O=C(N/N=C/c1ccco1)c1cc([N+](=O)[O-])cc([N+](=O)[O-])c1	3.0	-3	2	26	99	-6	0.4	-1	0	.
Cc1cc(S(=O)(=O)NCc2ccncc2)c(C)cc1Br	-0.5	-1	0	-20	88	20	3.7	5	3	.
CC1=C(C(=O)OC(C)(C)C)C(c2cccs2)NC(=O)N1 (centres undefined)	-0.9	5	0	-2	101	-10	0.1	-20	1	-3
O=C(c1ccc(Cl)c(S(=O)(=O)N2CCCC2)c1)N1CCOCC1	0.2	-3	.	0	98	9	-0.1	.	11	-6
Cc1ccc2c(c1)c1c(n2CCc2ccc(C)nc2)CCN(C)C1	-0.3	-7	3	9	89	7	-0.2	-6	-10	-6
Cc1ccc(S(=O)(=O)N2CCCCC2)cc1NC(=O)CCN1C(=O)C2CC=CCC2C1=O (centres undefined)	0.2	2	3	-1	98	-6	-0.3	-5	-4	-7
CC(=O)c1sc(NC(=O)COc2ccc(Cl)cc2Cl)nc1C	-0.7	-1	2	-5	94	3	-0.1	5	4	-6
COc1ccc(S(=O)(=O)N(CC(=O)N/N=C/c2cccs2)c2ccc(C)cc2)cc1OC	-3.4	-5	-4	26	99	6	-0.1	2	-5	.
CCS(=O)(=O)Nc1ccc(NC(C)=O)cc1	0.5	0	2	-9	89	-1	3.4	4	4	.
O=C(NC(Cc1ccccc1)C(=O)O)/C(=C/c1cccc([N+](=O)[O-])c1)NC(=O)c1cccc(Br)c1 (centres undefined)	-0.2	3	2	-7	96	-3	0.0	-13	0	-8
CCOC(=O)c1cc(-c2ccc(Cl)cc2)nc2c1c(C)nn2CCC#N	-2.2	-4	3	15	98	-4	-0.3	4	-2	.
O=c1cc2c(c(-c3ccccc3)n1Cc1ccccc1)[C@H](CCO)NC2	-1.2	-4	1	8	106	-3	-0.1	.	6	-3
Cc1cc(C)c(NC(=O)CCCn2c(=O)oc3ccccc32)c(C)c1	-0.2	-2	0	-2	101	9	-0.1	-2	4	-4
Cc1cc(C)c(C(O)c2ncc(-c3ccccc3F)[nH]2)c(C)c1 (centres undefined)	-1.0	4	0	-18	102	2	2.2	.	1	-7
COC(=O)c1ccc(CN(c2ccc(C)cc2)S(=O)(=O)c2ccc3c(c2)OCCO3)o1	1.2	1	-3	-4	94	9	0.3	-6	-8	.
Cc1ccc(S(=O)(=O)Oc2ccc(/C=N/NC(=O)c3nn(C)cc3Cl)cc2)cc1	-1.1	-1	1	10	83	2	-0.2	1	-4	-5
Other entries:
SMILES	hiPSC survival	Granule exo inh	Glyco luc inh	Cardio protect	ABCB6 inh MLPCN	PDI inh	aDG glyco up	Vif imaging	HTR2A ag	CaV13 ICDI inh
Fc1cc(F)cc(Nc2nc(Cl)nc(NC3CCCC3)n2)c1	-1.9	8	-1	-13	95	1	-0.2	-4	8	-8
O=C(CSc1nnc(C2CCCCC2)n1-c1ccccc1)NCc1ccco1	-0.3	0	2	-3	95	0	0.7	-4	5	.
COc1ccc(S(=O)(=O)Nc2ccc3c(c2)OCO3)cc1OC	-4.0	1	2	-1	103	-3	-0.4	1	-1	-4
CSc1ccc(/C=N/NC(=O)COc2ccc(Br)cc2Cl)cc1	3.5	-4	0	-6	97	-1	0.2	8	0	-2
CCCOC(=O)c1ccc(-n2nnnc2SCC(=O)N2CCCCC2)cc1	0.0	0	-2	-8	98	1	0.6	-10	-1	-6
O=C(O)COc1ccccc1O	0.6	4	-2	8	97	-3	-0.2	9	1	-3
COc1ccc(Nc2nc3c(c(=O)n(C)c(=O)n3C)n2CCO)cc1	-3.2	2	0	2	94	12	3.7	-4	4	-4
C/C(=N\NC(=O)C(=O)Nc1cccc(Cl)c1C)c1ccncc1	1.8	3	1	-2	84	3	-0.1	3	-2	-6
Cc1cccc(C(=O)Nc2ccccc2-c2nnn(CC(=O)Nc3ccc4c(c3)OCCO4)n2)c1	-1.8	-5	-3	2	98	-1	0.4	-5	-2	-4
Cc1[nH]nc2nc(SCC(=O)NC3CCCCC3)n(-c3ccc(Br)cc3)c(=N)c12	-0.5	-6	8	-2	107	-4	-0.2	3	0	-2
CCC(C(=O)NC1CCN(C)CC1)c1ccccc1 (centres undefined)	-0.5	2	-1	0	101	2	0.1	.	1	-6
COc1ccc(C(=O)OCCc2sc[n+](CC(=O)c3ccccc3)c2C)cc1	-0.2	53	0	4	99	10	0.1	?	-3	-5
CCn1cc(C(=O)Nc2ccc(OC)c(OC)c2)c2cc(OC)c(OC)cc2c1=O	-1.0	-3	4	2	106	-3	-0.3	.	-1	-5
CC(=O)N1c2ccc(S(=O)(=O)N3CCC(C(=O)N4CC(C)CC(C)C4)CC3)cc2CC1C (centres undefined)	-0.5	10	2	-3	112	-4	0.2	16	9	-7
COc1ccc(NC(=O)CC2C(=O)N(c3ccc(F)cc3)C(=S)N2NC(=O)c2ccc(Cl)cc2)cc1 (centres undefined)	-1.1	0	1	4	97	-6	-0.1	2	-1	-7
COC(=O)c1cnc2ccccc2n1	-0.1	-2	3	4	80	5	-0.3	0	0	-3
O=C(N/N=C/c1ccoc1)c1cccc([N+](=O)[O-])c1	-0.4	17	0	-5	94	-2	0.1	8	-2	.
Cc1cccc(N2CCN(S(=O)(=O)c3c(C)nc4scc(C)n4c3=O)CC2)c1C	-0.6	20	-3	-10	89	0	0.7	-8	6	-2
CN(Cc1nc(-c2cccnc2)no1)S(=O)(=O)c1ccc(Br)cc1	-0.9	-4	-1	15	93	0	-0.4	5	-2	-4
CC1=CN2C(=N)/C(=C/c3ccc([N+](=O)[O-])o3)C(=O)N=C2S1	-1.2	80*	2	-8	803	8	-0.6	3	0	-4
CC1(C)CC(=O)c2cc(OCC(=O)NCCN3CCOCC3)ccc2O1	1.7	0	0	3	97	1	0.1	-1	0	-3
Cn1c(SCC(=O)NC2CCCC2)nnc1-c1cccs1	0.6	-8	1	-4	99	2	0.0	0	-9	-2
O=C(CCN1C(=O)/C(=C/c2ccccc2Cl)SC1=S)N1CCOCC1	0.5	-1	12	-3	97	1	-0.2	-7	-2	.
